GPR35 antagonists: GPR35 antagonists blocking zaprinast-driven arrestin recruitment, primary screen, imaging, U2OS, beta-arrestin-GFP, zaprinast agonist (AID 2058) | U2OS GPR35 beta-arrestin-GFP translocation imaging, zaprinast antagonism; higher % means a stronger effect | one-dose inhibition, % at 10 µM; IC50 in µM for titrated hits | 290,000 tested, 0.052% active;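 active = inhibition of at least 50% with at least 30 cells and total cytoplasm GFP at most 10,000,000; inconclusive = under 30 cells or total GFP of 10,000,000 plus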
GPR55 antagonists: inhibition of LPI-stimulated GPR55 beta-arrestin translocation – imaging, U2OS, beta-arrestin-GFP, LPI agonist, primary screen (AID 2013); U2OS GPR55 beta-arrestin-GFP translocation imaging, LPI antagonism; higher % means a stronger effect; inhibition, % at 10 µM; hits with a dose series show IC50 in µM; 290,000 tested, 0.13% active;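 active = spots per cell inhibited over 60%, with over 100 cells counted and total cytoplasm intensity under 500,000; inconclusive = wells with under 100 cells, flagged as likely toxic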;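 note: U2OS cells stably carrying GPR55 and arrestin-GFP stimulated by 5 µM LPI near EC80; imaged beta-arrestin-GFP aggregate spots per cell after agonist stimulation; plate controls were LPI-stimulated DMSO wells for no effect and DMSO wells without LPI for full effect; some results filed as inactive read as strong as hits; confirmed hits need IC50 under 10 µM and bright autofluorescent wells are also inconclusive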
NTR1 agonist: NTR1-driven beta-arrestin-GFP spot formation – imaging, U2OS cells, high content, primary screen (AID 493036); 330,000 tested, 0.17% active; agonist mode; activation, % at 20 µM;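 active = activation at or above 40% of the spot to cytoplasm intensity ratio, with at least 20 cells analyzed; inconclusive = wells under 20 cells, flagged as cytotoxic or low count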;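 note: 0% = DMSO without peptide and 100% = 100 nM NTR1 peptide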
Target sequence (P30989 whole entry, looked up): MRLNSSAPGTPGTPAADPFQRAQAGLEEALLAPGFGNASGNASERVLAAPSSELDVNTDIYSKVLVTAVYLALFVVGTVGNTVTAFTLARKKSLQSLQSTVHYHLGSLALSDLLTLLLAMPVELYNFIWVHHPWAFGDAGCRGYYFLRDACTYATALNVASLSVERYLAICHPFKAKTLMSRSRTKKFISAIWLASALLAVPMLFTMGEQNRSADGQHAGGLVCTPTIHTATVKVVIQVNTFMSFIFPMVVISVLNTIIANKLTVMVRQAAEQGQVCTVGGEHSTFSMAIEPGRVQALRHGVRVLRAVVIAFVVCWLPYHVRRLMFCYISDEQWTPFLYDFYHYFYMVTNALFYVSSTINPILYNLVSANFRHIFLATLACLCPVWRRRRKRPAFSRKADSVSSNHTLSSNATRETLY
Rac1 GTP hydrolysis: MgcRacGAP GTPase-activating activity inhibitors, confirmation, biochemical, ADP Hunter fluorescence; 340,000 tested, 0.6% active; one-dose inhibition, % at 30 µM; IC50 in µM for titrated hits; MgcRacGAP-stimulated Rac1 GTP hydrolysis, ADP Hunter fluorescence; higher % means a stronger effect; GST-tagged Rac1 F28L mutant substrate; AID 624330;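 active = first-screen hits whose inhibition reached a set limit at any dose in the follow-up dose series; inconclusive = inhibition above the set first-screen limit but never retested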;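 note: fluorescence reports GDP produced by GAP-driven GTP hydrolysis; strong numbers were not always called active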
Large T inhibition: SV40 large T antigen inhibitors, biochemical (AID 1903) | SV40 large T antigen ATPase/helicase inhibition assay; higher % means a stronger effect | 310,000 tested, 0.39% active | inhibition, % at 20 µM; hits with a dose series show IC50 in µM; in the data active = a potency from the dose series; inconclusive = inhibition mostly from about 32% at the one dose, without a potency; inactive = the rest, 99 in 100 with inhibition below about 32%; note: strong numbers were not always called active
GPR55 activation: GPR55 agonists via beta-arrestin recruitment, primary screen, imaging, U2OS cells, beta-arrestin-GFP redistribution (AID 1961); one-dose activation, % at 10 µM; EC50 in µM for titrated hits; 290,000 tested, 0.048% active; U2OS GPR55 beta-arrestin-GFP redistribution imaging; higher % means a stronger effect;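 active = activation above 40% with more than 50 cells counted in the well; inconclusive = wells holding fewer than 50 cells, flagged as toxic or sparse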;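 note: U2OS osteosarcoma cells stably expressing GPR55 and beta-arrestin-GFP; plate controls were DMSO negative control for no effect and LPI positive control for full effect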
LYP inhibition: inhibitors of LYP phosphatase, biochemical, fluorescence intensity, uHTS (AID 1779); recombinant LYP phosphatase, fluorescence intensity; higher % means a stronger effect; 290,000 tested, 0.054% active; inhibition, % at 11.5 µM; hits with a dose series show IC50 in µM; in the data active = inhibition above about 50%;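 note: plate controls were vehicle with enzyme for no effect and no enzyme for full effect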
Hep lipid drop: hepatic lipid droplet formation modulation; 240,000 tested, 0.4% active; AML12 mouse hepatocytes, oleate lipid droplets, BODIPY imaging; AID 1656; inhibition, % at 6.5 µM;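 active = lipid droplet intensity inhibited by at least 50%, with more than 500 cells counted; inconclusive = wells with under 300 cells, treated as cytotoxic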
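Technique: fluorescence imaging, 20x objective, two fields per well / Assay system: AML12 hepatocytes (mouse) / Measure: % inhibition of lipid droplet signal / Doses: 6.5 µM single-point dosing / Incubation: overnight exposure / Reagent: 100 µM oleic acid challenge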
T cell modulator: T cell immune modulation candidate | 2C CD8+ T cell-vesicle binding, flow cytometry; hits give low values | calls only at 7 µM | 330,000 tested, 0.068% active;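 active = response, share of CD8 T cells binding vesicles, and their 90th percentile fluorescence all below set limits, cut at about 80% in these data, passing the limit was not always enough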
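Test system: purified 2C TCR transgenic mouse naive CD8+ T cells. Probe or stimulus: QL9-peptide-loaded Drosophila micro-vesicles bearing Ld, ICAM-1 and B7-1. Incubation: binding step 1.5 h, 37 °C, antibody labelling 20 min, ice. Measured by: flow cytometry of vesicle-bound cells.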
Hep lipid drop cells 6.5 µM: also measured in Hep lipid drop; calls as there; cell count; measured here: cell count, cytotoxicity flag;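 cells counted across two imaged fields per well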
T cell modulator vesicle-bound %: also measured in T cell modulator; calls as there; double positive events, %; measured here: CD8+ vesicle-bound cell fraction;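 binding gate set so that unloaded-vesicle control wells show 10% double positive cells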
NTR1 agonist cell count 20 µM: recorded beside NTR1 agonist, whose call it bears; cell count; measured here: cell count, cytotoxicity flag
Starred values were filed as active, the others as inactive; i = inactive; ? = inconclusive; . = no result given; & = joins results of further samples.

SMILES	GPR35 antagonists	GPR55 antagonists	NTR1 agonist	NTR1 agonist cell count 20 µM	Rac1 GTP hydrolysis	Large T inhibition	GPR55 activation	LYP inhibition	Hep lipid drop	Hep lipid drop cells 6.5 µM	T cell modulator	T cell modulator vesicle-bound %
COc1ccccc1N=Cc1c(C)[nH]n(-c2ccc(C)cc2C)c1=O	0%	3%	-0.4	47	12%	27%	0.0%	1%	10	707	i	60
COc1ccc(C2=NOC(C(=O)NCc3ccc(F)cc3)C2)cc1OC (stereo not given)	-12%	-27%	3.8	60	14%	11%	0.2%	2%	?	.	.	.
O=[N+]([O-])c1ccc(CSc2nc3ncc(Br)cc3[nH]2)cc1	2%	2%	1.5	62	.	8%	1.1%	-7%	3	677	i	20
CCc1ccc(NC(=O)c2[nH]c(C)c(C(C)=O)c2C)cc1	15%	-7%	0.1	42	12%	2%	-0.2%	-6%	-1	720	i	47
COc1ccccc1-c1cc(C(=O)Nc2cccnc2Cl)no1	12%	8%	-0.5	51	3%	16%	0.1%	-9%	-8	674	i	42
Cc1ccc(/C=N/Nc2nc3ccccc3s2)o1	12%	-3%	3.9	60	?	13%	0.1%	5%	22	513	i	6
Cc1cc(C)c(S(=O)(=O)N(C)Cc2cnn(C)c2)c(C)c1	2%	16%	-2.4	79	-7%	7%	0.0%	-9%	10	736	i	31
COc1ccccc1N1CCN(S(=O)(=O)c2ccccc2F)CC1	-6%	5%	-0.4	72	10%	10%	0.2%	-1%	10	762	i	44
O=P(c1ccccc1)(c1ccccc1)C(c1ccco1)N1CCOCC1 (stereo not given)	-11%	8%	-0.2	58	8%	-2%	0.2%	-13%	.	.	i	33
CCOC(=O)Nc1cc2c(C)cc(=O)oc2cc1C	21%	8%	0.4	29	10%	10%	-0.1%	-8%	.	.	i	41
COc1ccc(N(C(=O)c2cccnc2)S(=O)(=O)c2cccs2)cc1	6%	8%	1.0	51	6%	5%	0.3%	-9%	0	670	i	47
N#CCCN(Cc1cccnc1)C(=S)NC(=O)C1CC1	4%	9%	-2.1	26	.	15%	-0.2%	-4%	3	714	i	23
COc1ccc(OCCOc2ccccc2[N+](=O)[O-])cc1	9%	4%	-0.6	56	4%	6%	0.7%	-6%	7	664	i	29
CC(=O)OC(C)C[N+](C)(C)C (stereo not given)	9%	14%	0.9	56	-2%	4%&20%	0.7%	-9%	?	.	i	24
CCOc1ccc(NS(=O)(=O)c2ccc(C(=O)NCC3(N(C)C)CCCCC3)cc2)cc1	.	.	7.6	39	6%	12%	.	.	.	.	i	18
Cc1ccc(-c2nnc(SCC(=O)Nc3ccc(S(=O)(=O)N4CCCCCC4)cc3)o2)cc1	-7%	-17%	22	51	4%	7%	0.3%	-3%	.	.	i	17
Cc1ccc(/C(O)=C2\C(=O)C(=O)N(C)C2c2ccc([N+](=O)[O-])cc2)cc1 (stereo not given)	2%	-2%	0.8	50	6%	6%	1.9%	-10%	-2	814	i	40
N=C1c2ccccc2CN1NC(=O)c1cccc(S(=O)(=O)N2CCOCC2)c1	12%	8%	-0.8	78	11%	19%	-0.2%	-2%	-4	539	i	63
CC(C)(C)c1ccc(OCCCC(=O)N2CCOCC2)cc1	12%	4%	-1.0	54	10%	.	-0.1%	-3%	-6	690	i	55
CCc1c(C(C)S(=O)(=O)c2ccc(C)cc2)[nH]c(=O)n1-c1ccc(OC(F)(F)F)cc1 (stereo not given)	6%	-1%	1.4	85	2%	23%	0.2%	1%	3	749	i	18
O=c1c(Cc2ccc(Cl)cc2Cl)c(O)ccn1CC(F)(F)F	-9%	-1%	-0.3	73	8%	8%	0.2%	-4%	2	711	i	6
COc1ccc(N/C(N)=N/c2nc(C)cc(=O)[nH]2)cc1	-9%	20%	-0.1	72	10%	6%	0.2%	-3%	4	798	i	65
Cc1ccccc1CCNC(=O)CCn1ccc2cc(S(=O)(=O)N3CCCC3)ccc21	-4%	5%	0.6	75	9%	9%	-0.2%	2%	4	709	i	29
O=C(NC1CCN(S(=O)(=O)c2ccccc2C(F)(F)F)CC1)c1ccco1	-19%	3%	0.7	58	-2%	8%	0.4%	-4%	-4	853	i	26
Cc1oc2c(C)c3oc(=O)c(CCC(=O)NCCCCCC(=O)O)c(C)c3cc2c1C	2%	-4%	-0.4	100	13%	8%	-0.1%	0%	25	715	i	60
COc1ccc(-c2cc3ccccc3[nH]2)cc1	3%	-4%	1.4	58	7%	?	-0.6%	-1%	-4	712	i	39
CCOC(=O)C1CCN(C(=O)c2cc3c(-c4ccc(OC)c(OC)c4)nn(C)c3s2)CC1	-20%	-3%	1.7	53	18%	11%	0.4%	3%	.	.	i	34
O=C1CCCC(=O)N1c1ccc(Oc2ccc(Cl)cc2)cc1	-18%	-14%	-0.7	61	-7%	7%	-0.3%	-7%	14	598	i	0
Cc1ncc(CN2CCCCC2C(=O)Nc2ccc(Oc3ccccc3)nc2)cn1 (stereo not given)	-9%	14%	-1.3	61	6%	8%	-0.1%	1%	8	876	i	54
Cc1ccc(Cl)c2sc(N3CCN(C(=O)c4ccco4)CC3)nc12	.	.	5.4	48	-2%	8%	.	.	.	.	i	16

Three compounds out of the list, ordered by molar mass, descending.
SMILES	GPR35 antagonists	GPR55 antagonists	NTR1 agonist	NTR1 agonist cell count 20 µM	Rac1 GTP hydrolysis	Large T inhibition	GPR55 activation	LYP inhibition	Hep lipid drop	Hep lipid drop cells 6.5 µM	T cell modulator	T cell modulator vesicle-bound %
CCOC(=O)C1CCN(C(=O)c2cc3c(-c4ccc(OC)c(OC)c4)nn(C)c3s2)CC1	-20%	-3%	1.7	53	18%	11%	0.4%	3%	.	.	i	34
Cc1ccccc1CCNC(=O)CCn1ccc2cc(S(=O)(=O)N3CCCC3)ccc21	-4%	5%	0.6	75	9%	9%	-0.2%	2%	4	709	i	29
O=c1c(Cc2ccc(Cl)cc2Cl)c(O)ccn1CC(F)(F)F	-9%	-1%	-0.3	73	8%	8%	0.2%	-4%	2	711	i	6

(continued)
SMILES	GPR35 antagonists	GPR55 antagonists	NTR1 agonist	NTR1 agonist cell count 20 µM	Rac1 GTP hydrolysis	Large T inhibition	GPR55 activation	LYP inhibition	Hep lipid drop	Hep lipid drop cells 6.5 µM	T cell modulator	T cell modulator vesicle-bound %
O=C(COc1ccc(Cl)cc1)N1CCCC1	49%	2%	1.4	82	4%	7%	-0.4%	-3%	-4	718	i	7
Cc1ccc(-n2c(SC3CCOC3=O)nc3ccccc3c2=O)cc1 (stereo not given)	-2%	13%	1.2	38	.	4%	0.2%	-4%	19	695	i	40
Cc1cc(=O)[nH]c2c(C)c(N)ccc12	0%	22%	-4.0	82	9%	3%	1.1%	-23%	.	.	i	34
Cc1c(C(=O)N/N=C/c2ccccn2)nnn1-c1nonc1N	1%	-8%	1.3	38	5%	-9%	-0.1%	-3%	20	633	i	39
COc1ccc(-c2nc(-c3ccc(Br)o3)no2)cc1OC	-8%	-1%	-1.5	51	9%	1%	-0.2%	8%	17	702	i	53
CCC(=O)Nc1c2c(nn1-c1ccc(F)cc1)CS(=O)C2 (stereo not given)	2%	16%	-0.7	88	-2%	2%	-0.2%	-9%	.	.	i	29
O=C(CCS(=O)(=O)c1ccc2c(c1)NC(=O)CO2)NCc1ccccc1	0%	-1%	0.1	54	1%	8%	-0.2%	-14%	-1	759	i	18
CC(=O)NC1(C(F)(F)F)C(=O)Nc2c1c(=O)n(C)c(=O)n2C (stereo not given)	3%	6%	-5.7	98	5%	-3%	0.0%	-9%	.	.	i	15
Cc1ccc(CN2CCN(C(=O)c3ccncc3)CC2)cc1	19%	4%	-0.6	85	30%	5%	-0.1%	-11%	50	769	i	54
Cc1ccccc1OCCCN1CCCC1	9%	21%	-1.9	65	27%	3%	-0.2%	-7%	.	.	i	19
CCn1c(SCC(=O)Nc2nccs2)nnc1-c1ccco1	4%	2%	0.1	99	11%	1%	-0.1%	-6%	-8	714	i	43
CC/C(C)=N\NC(=O)CNC(=O)c1ccc(Cl)cc1Cl	3%	-8%	-0.3	77	-2%	0%	0.1%	-3%	0	678	i	11
COc1ccc(OC)c(NC(=O)c2ccc(-n3cccn3)nc2)c1	6%	1%	-0.8	75	15%	22%	0.0%	12%	.	.	i	35
COc1ccc(N2C(=O)CC(SC(C)C)C2=O)cc1 (stereo not given)	13%	9%	0.2	63	-6%	7%	0.0%	0%	21	728	i	49

Entries shown so far that have fluorine (7):
SMILES	GPR35 antagonists	GPR55 antagonists	NTR1 agonist	NTR1 agonist cell count 20 µM	Rac1 GTP hydrolysis	Large T inhibition	GPR55 activation	LYP inhibition	Hep lipid drop	Hep lipid drop cells 6.5 µM	T cell modulator	T cell modulator vesicle-bound %
COc1ccc(C2=NOC(C(=O)NCc3ccc(F)cc3)C2)cc1OC (stereo not given)	-12%	-27%	3.8	60	14%	11%	0.2%	2%	?	.	.	.
COc1ccccc1N1CCN(S(=O)(=O)c2ccccc2F)CC1	-6%	5%	-0.4	72	10%	10%	0.2%	-1%	10	762	i	44
CCc1c(C(C)S(=O)(=O)c2ccc(C)cc2)[nH]c(=O)n1-c1ccc(OC(F)(F)F)cc1 (stereo not given)	6%	-1%	1.4	85	2%	23%	0.2%	1%	3	749	i	18
O=c1c(Cc2ccc(Cl)cc2Cl)c(O)ccn1CC(F)(F)F	-9%	-1%	-0.3	73	8%	8%	0.2%	-4%	2	711	i	6
O=C(NC1CCN(S(=O)(=O)c2ccccc2C(F)(F)F)CC1)c1ccco1	-19%	3%	0.7	58	-2%	8%	0.4%	-4%	-4	853	i	26
CCC(=O)Nc1c2c(nn1-c1ccc(F)cc1)CS(=O)C2 (stereo not given)	2%	16%	-0.7	88	-2%	2%	-0.2%	-9%	.	.	i	29
CC(=O)NC1(C(F)(F)F)C(=O)Nc2c1c(=O)n(C)c(=O)n2C (stereo not given)	3%	6%	-5.7	98	5%	-3%	0.0%	-9%	.	.	i	15

Screens as filed in PubChem BioAssay.
